Screening data (PubChem BioAssay)
uPA generation – blocks generation of uPA at the cell surface; cell surface uPA generation assay, qHTS; Potency, µM (series often up to 38.3 µM), without a hit: at the highest dose activity change, negative = inhibition, most hits filed as inhibitors; 330,000 tested, 0.31% active; active = well fitted inhibition curve with a large enough effect; inconclusive = small, poorly fitted or top-dose-only effect; inactive = no such curve, though single readings can be large or run the other way; tested in mouse RAW 264.7 cells; also: potency is read from the fitted curve at half-maximal effect; % is scaled to controls: 0 for no effect and ±100 for the full control effect; nearly all actives have a fitted effect of over 55% in size
Tb PFK block – T. brucei PFK enzyme inhibition; AID 485367; Potency, µM (highest dose often 57.5 µM), inactives show at the highest dose activity, negative = inhibition, actives largely listed as inhibitors; T. brucei PFK, ADP-Glo luminescence; 330,000 tested, 0.17% active; O15648;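 also: potency is read from the fitted curve at half-maximal effect; 0% = uninhibited 1x PFK enzyme wells and -100% = no-enzyme wells; nearly all actives have a fitted effect of over 60% in size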
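PFK 1.25 nM, F6P 0.5 mM, ATP 0.1 mM, 0.1 M TEA pH 8.0, 5 mM MgCl2, 0.01% Tween20, 0.1% BSA; 45 min RT. ADP-Glo readout. qHTS titration up to 57 uM; curves fitted, compounds curve-classed.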
KCNH2 3.1 inh – blocks the human KCNH2 3.1 channel isoform; activity change, % (tested at about 1.8 µM); AID 720553; 340,000 tested, 0.95% active; U2OS KCNH2 3.1, thallium flux FluxOr; active compounds read low;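 active = maximum activity change below -70%; inconclusive = maximum activity change from -70% to -50%; inactive = maximum activity change above -50%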;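 also: thallium influx rate constant from kinetic fluorescence after stimulation buffer; % is scaled to controls: 0 for no effect and ±100 for the full control effect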
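Thallium flux read-out: FluxOr dye with Red40 quencher in HBSS/HEPES, 45 min at RT. Rate constants from kinetic reads were normalized to positive and negative DMSO controls. Cells: U2OS virally expressing the 3.1 isoform.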
RORg inh – ROR gamma (mouse) transcription inhibition; Drosophila S2 Gal4-RORgamma UAS-luciferase reporter, 20 h; Potency, µM (series often up to 53.6 µM), inactives show at the highest dose activity change, negative = inhibition, usual class: inhibitors; 310,000 tested, 5.4% active; AID 2551; also: potency is read from the fitted curve at half-maximal effect; % is scaled to controls: 0 for no effect and ±100 for the full control effect; nearly all actives have a fitted effect of over 60% in size
Target sequence (P51450 whole entry, looked up, the tested form may be a part): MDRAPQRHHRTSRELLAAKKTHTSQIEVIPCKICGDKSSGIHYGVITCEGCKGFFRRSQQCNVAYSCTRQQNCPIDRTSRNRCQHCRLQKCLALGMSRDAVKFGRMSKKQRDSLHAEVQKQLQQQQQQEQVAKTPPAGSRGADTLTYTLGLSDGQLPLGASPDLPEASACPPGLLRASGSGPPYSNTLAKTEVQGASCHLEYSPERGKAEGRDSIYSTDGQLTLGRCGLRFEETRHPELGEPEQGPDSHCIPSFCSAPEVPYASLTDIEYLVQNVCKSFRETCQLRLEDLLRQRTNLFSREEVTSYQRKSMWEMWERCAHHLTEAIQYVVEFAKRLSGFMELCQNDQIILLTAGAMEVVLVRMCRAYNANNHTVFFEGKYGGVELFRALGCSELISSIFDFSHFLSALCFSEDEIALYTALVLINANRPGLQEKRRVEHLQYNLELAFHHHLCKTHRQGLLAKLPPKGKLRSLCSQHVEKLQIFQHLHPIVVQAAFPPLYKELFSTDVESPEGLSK
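Luminescence from a UAS-regulated Photinus luciferase reporter in stably transfected Drosophila Schneider cells is measured; decreased signal marks ROR gamma inhibition. Fusion expression is induced by 700 uM copper sulfate for 20 hr.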
NPC1 prom act – NPC1 promoter activation | Huh7 NPC1 promoter luciferase reporter, 24 h | Potency, µM (titrated, usually from 9.22 µM), without a hit: top-dose activation, most hits filed as activators | 320,000 tested, 2.4% active | AID 485313;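 also: potency is read from the fitted curve at half-maximal effect; % of control where 0% means no effect; nearly all actives have a fitted effect of over 60% in size; reporter is driven by a mutant NPC1 promoter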
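Huh7 reporter cells (NPC1 promoter driving luciferase) are dosed with compound for 24 h at 37 °C, 5% CO2; luciferase detection reagent is then added and luminescence measured after 10 min at ambient temperature.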
Rab9 prom act – Rab9 promoter activation | Huh7 Rab9 promoter-luciferase reporter, luminescence, 24 h | Potency, µM (highest dose often 9.22 µM), for the others: at the top dose activation, negative = inhibition, usual class: activators | 320,000 tested, 2.8% active; also: potency is read from the fitted curve at half-maximal effect; % of control where 0% means no effect; nearly all actives have a fitted effect of over 60% in size
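Huh7 reporter line, Rab9 promoter upstream of luciferase. Compound exposure 24 h at 37 °C in reduced-serum medium with 10% FBS. Read-out: luminescence.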
Coupling enz – inhibits coupling enzyme system, counter-screen for aldolase hits; activity change, negative = inhibition, % at 58.2 µM, hits read low; 290,000 tested, 0.67% active; coupling enzyme system counterscreen, AmpLite Red fluorescence; in the data active = activity change below about -30%; also: % is scaled to controls: 0 for no effect and ±100 for the full control effect
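First, compound is pin-transferred into glyceraldehyde-3-phosphate coupling-enzyme reagent at 57.5 uM final and held 10 min at RT. Next, substrate, coupling system and AmpLite Red are added. After 20 min RT, fluorescence (525/598 nm) is read.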
Giardia killer – kills Giardia lamblia | AID 540267 | 340,000 tested, 0.15% active | activity change, % at 7.66 µM, hits read low | Giardia lamblia trophozoite viability; in the data active = activity change below about -80%; inconclusive = between about -30% and that limit;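 also: parasites exposed to compound for two days anaerobically before the ATP read; % is scaled to controls: 0 for no effect and ±100 for the full control effect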
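Killing of trophozoites was scored by loss of ATP luminescence after a 48 hrs anaerobic exposure to compounds at 37 deg C, using 100 cells per well.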
FLuc modulator – inhibits or activates purified firefly luciferase, miR-21 counter-screen; purified FLuc, Km substrates, luminescence inhibition; 360,000 tested, 6.9% active; Potency, µM (series often up to 57.5 µM), inactives show top-dose activity change, negative = inhibition, actives largely listed as inhibitors; P08659;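 also: potency is read from the fitted curve at half-maximal effect; plate controls were vehicle for no effect and reference inhibitor for full effect; nearly all actives have a fitted effect of over 55% in size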
Target sequence (P08659 whole entry, looked up): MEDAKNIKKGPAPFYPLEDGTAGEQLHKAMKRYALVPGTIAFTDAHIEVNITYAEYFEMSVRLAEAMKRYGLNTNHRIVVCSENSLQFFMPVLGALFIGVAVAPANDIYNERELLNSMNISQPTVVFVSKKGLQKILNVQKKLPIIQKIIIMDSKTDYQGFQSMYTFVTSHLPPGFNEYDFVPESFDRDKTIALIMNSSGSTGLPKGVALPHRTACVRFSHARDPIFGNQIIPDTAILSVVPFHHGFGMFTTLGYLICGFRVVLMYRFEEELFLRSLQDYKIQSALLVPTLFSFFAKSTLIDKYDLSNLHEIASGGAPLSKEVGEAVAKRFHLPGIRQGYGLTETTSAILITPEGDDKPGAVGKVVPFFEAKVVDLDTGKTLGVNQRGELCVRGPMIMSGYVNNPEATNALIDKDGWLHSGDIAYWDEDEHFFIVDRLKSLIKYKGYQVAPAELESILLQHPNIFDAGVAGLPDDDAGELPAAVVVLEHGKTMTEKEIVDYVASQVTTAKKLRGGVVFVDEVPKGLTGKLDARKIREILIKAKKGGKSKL
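Purified P. pyralis luciferase, 10 nM final, with Km-level 10 uM D-luciferin and 10 uM ATP in 50 mM Tris acetate pH 7.5, 10 mM Mg acetate, 0.01% Tween-20, 0.05% BSA; 6-point qHTS titration about 60 µM downward; luminescence read.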
ELG1 genotoxic – inducers of genotoxicity in HEK293T ELG1-luciferase cells; HEK293T ELG1-luciferase reporter, luminescence, 16 h; Potency, µM (highest dose often 46 µM), without a hit: at the top dose activity change, positive = activation, actives largely listed as activators; 330,000 tested, 1.3% active; AID 504466; also: potency is read from the fitted curve at half-maximal effect; % of control where 0% means no effect; nearly all actives have a fitted effect of over 60% in size
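Genotoxic stress is detected as increased luminescence from luciferase-tagged ELG1 in HEK293T cells, measured with ONE-Glo after a 16 hr treatment at 37 °C.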
Gal4-VP16 FLuc – Gal4-VP16 reporter inhibition counter-screen; Drosophila S2 Gal4-VP16 UAS-luciferase, luminescence, 20 h; Potency, µM (series often up to 53.6 µM), for inactives: at the top dose activity, negative = inhibition, actives largely listed as inhibitors; 310,000 tested, 3.5% active; AID 2546;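 also: Gal4-VP16 expression switched on by copper sulfate through the metallothionein promoter; potency is read from the fitted curve at half-maximal effect; % is scaled to controls: 0 for no effect and ±100 for the full control effect; nearly all actives have a fitted effect of over 50% in size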
An asterisk follows results filed as active; u = inconclusive; x = not tested or not shown; [ ] = another dose, or the depositor's remark. Unless noted, calls follow the shape of the dose curve; as a rule, active = well fitted curve in the direction sought with a large enough effect; inconclusive = small, poorly fitted or top-dose-only effect, or another doubt; inactive = no such curve, though single readings can be large; an effect the other way counts as inactive or inconclusive. Hits appear at their usual frequency; about 14% have a hit in one of these screens.

SMILES	uPA generation	Tb PFK block	KCNH2 3.1 inh	RORg inh	NPC1 prom act	Rab9 prom act	Coupling enz	Giardia killer	FLuc modulator	ELG1 genotoxic	Gal4-VP16 FLuc
C/C(=C/C=N/Nc1nc(N2CCCCC2)nc(N2CCCCC2)n1)c1ccccc1	2%	0%	-11	-29%	2%	-11%	3	5	4%	1%	4%
COc1ccc(Cl)cc1NC(=O)COC(=O)c1cc(C)oc1C	u	1%	-14	x	x	x	x	-17	x	1%	x
Cn1cnnc1SCC(=O)N(Cc1ccc2c(c1)OCO2)C1(C(=O)NC2CCCCC2)CCCC1	x	-2%	3	2%	5%	7%	3	5	0%	1%	-3%
CSC1=NC(NCCCO)c2c(sc3c2CC(C)(C)OC3)N1 (stereo not given)	-2%	-4%	-2	30%	-2%	-4%	0	-2	-2%	-10%	-5%
COc1cc(OC)cc(C(=O)NC2CCN(Cc3nnnn3Cc3ccc(F)cc3)CC2)c1	1%	-2%	-6	15%	-6%	-5%	5	-6	0%	0%	2%
O=C(Oc1ccc(Br)cc1)c1n[nH]c(=O)c2ccccc12	-7%	-6%	-6	-2%	-1%	1%	3	-11	1%	0%	4%
CCOC(=O)c1sc2nc(-c3ccccc3)ccc2c1N	-1%	1%	-4	2.5µM*	0.35µM*	0.28µM*	0	-17	0.19µM*	0.52µM*	u
CSCC[C@@H](C(=O)Nc1ccc2c(c1)OCCO2)N1Cc2ccccc2C1=O	-3%	-6%	-1	36%	9%	5%	2	u	19µM*	u	13%
COc1ccc(N2CCN(C(=O)c3ccc(OCC4CCCO4)cc3)CC2)cc1 (stereo not given)	1%	2%	-4	9%	5%	0%	-6	9	-2%	-4%	2%
N#Cc1ccc(NC(=O)C2CC(c3ccc(F)cc3)=NO2)cc1 (stereo not given)	6%	0%	7	-11%	2%	2%	0	1	6%	-4%	-14%
O=C1CCCc2nc(N3CCCCC3)sc21	-4%	-4%	1	5%	18%	28%	0	6	u	21µM*	2%
CC1=NOC(=O)/C1=C\c1ccc(-c2cc(Cl)ccc2Cl)o1	-2%	-6%	-7	12%	-16%	0%	-3	47[activator]	u	-39%[inhibitor]	-3%
O=C(Nc1ccccc1)c1ncoc1-c1ccc(Cl)cc1	-4%	1%	-6	13%	23%	19%	0	-15	u	9%	7%
CC1CCC(NC(=O)CCNS(=O)(=O)c2ccc3c(c2)CCC(=O)N3)CC1 (stereo not given)	7%	-3%	34	-5%	-5%	5%	x	-4	0%	0%	-1%
CC(C)(C)c1nnc(NC(=O)c2ccc(Cl)nc2)s1	11%	12%	0	3%	23%	4.5µM*	-36*	-11	u	16%	-12%
COc1ccc(NS(=O)(=O)c2cccc(C(=O)NCC(c3ccc(F)cc3)N3CCOCC3)c2)cc1 (stereo not given)	1%	1%	-1	x	-5%	-7%	-1	18	-17%	-6%	x
O=C1c2ccccc2N2C(=O)c3ccccc3[C@H]2N1c1ccccc1	0%	0%	0	3%	-2%	1%	4	-13	-2%	-15%	-9%
Cc1ccc(OCC(=O)N/N=C/c2cc([N+](=O)[O-])ccc2N2CCCCC2)cc1	1%	0%	12	19%	-4%	-3%	0	-24	9%	-1%	-3%
Cc1cccc(NC(=O)CNC(=O)CSc2ncccn2)c1C	7%	-2%	-8	x	x	x	x	17	x	3%	x
CCOc1cc(S(=O)(=O)NC2CCCCCC2)ccc1F	2%	2%	x	1%	-3%	1%	-5	15	-2%	x	-4%
O=S(=O)(Nc1cc(F)ccc1F)c1cccc2nsnc12	7%	-12%	2	5%	-5%	1%	-2	5	-4%	-1%	-3%
COC(=O)CNC(=O)CSc1nc2c(sc(=S)n2-c2ccccc2)c(=O)[nH]1	2%	0%	-2	-7%	0%	1%	-1	-13	-1%	-1%	1%
CCC1CCCCN1C(=O)COC(=O)c1cc(Br)ccc1Cl (stereo not given)	6%	3%	7	-12%	-2%	-32%[inhibitor]	3	-3	-1%	-2%	-7%
CCC1=NN2C(=N)/C(=C\c3cccn3-c3ccc(C)c(C)c3)C(=O)N=C2S1	-1%	-1%	x	28µM*	1%	-3%	12	u	u	-10%	-9%
O=C(COc1coc(CN2CCc3ccccc3C2)cc1=O)Nc1cccc(Cl)c1	2%	21%	-4	x	-2%	-3%	x	12	-1%	-2%	x
Cc1ccc(SCC(=O)NCc2cccnc2)cc1	3%	2%	6	9%	-1%	8%	5	10	7%	0%	14%
COc1ccc(NC(=O)CSc2nc(NS(=O)(=O)c3ccccc3)cc(=O)[nH]2)cc1	0%	u	6	u	5%	2%	-1	16	1%[2.3 µM]	0%	-14%
CCN1CCN(c2ccc(S(=O)(=O)N3CCCCC3)cc2NC(=O)COc2cc(C)ccc2Cl)CC1	-11%	-7%	-83*	x	2%	-2%	x	-2	1%	-10%	x
O=C(NCc1ccccc1)N1CCNCC1	-1%	2%	-5	-1%	8%	7%	2	-11	11%	-1%	2%
Cc1ccc(S(=O)(=O)Nc2cc(C(=O)NCCN3CCCC3)ccc2N2CCCCC2)cc1	-2%	-1%	-37	-33%	-1%	-3%	-2	-14	4%	0%	-25%
O=C(Cn1nc(Cc2ccncc2)c2ccccc2c1=O)N1CCc2ccccc2C1	-18%	-1%	26	-7%	-1%	-2%	-25	28	2%	15%	-8%
COc1ccc(/C=C/CN2CCC(n3nccc3NC(=O)C3CC3)CC2)cc1	-20%	0%	-35	-18%	0%	6%	1	11	4%	1%	-4%
C#CCOCCOCCOCCNc1nc(N2CCN(C(=O)CCCCCCCCCCNC(=O)[C@@H](CCSC)n3cc(CCO)nn3)CC2)nc(N2CCN(C(=O)CCCCCCCCCCNC(=O)[C@H]([C@@H](C)CC)n3cc(CCCCN=C(N)N)nn3)CC2)n1	-23%	u	-8	x	-9%	-2%	x	-8	-17%	0%	x
COc1cccc(OCC(=O)N2CCCc3ccccc32)c1	-3%	1%	10	0%	0%	8%	-2	-8	u	18%	-10%
O=C(NCc1ccc(F)cc1F)Nc1cnccc1C(F)(F)F	14%	8%	0	-9%	-3%	0%	-1	26	0%	-13%	-5%
O=C(CCNC(=O)c1ccccc1)OCC(=O)c1cccc(Cl)c1	11%	-3%	0	9%	-3%	-7%	0	8	0%	5%	2%
CCc1ccc(C(C(=O)NCCOC)N(C(=O)Cn2nnc3ccccc32)c2cccnc2)cc1 (stereo not given)	-2%	-1%	-4	21%	-4%	-10%	3	-4	-1%	0%	-8%
Cc1nn(Cc2c(F)c(F)c(F)c(F)c2F)c(C)c1NC(=O)c1cccc(COc2ccc(Cl)cc2)c1	x	-1%	-10	2%	u	u	4	4	12µM*	13%	-2%
CCCCNC(=O)COC(=O)c1c2c(nc3ccccc13)CCC2	-5%	-17%	3	35%	-7%	-1%	2	-6	-12%	-17%	-3%
Cc1cc2cc3c(cc2nc1SCc1ccc(C(=O)O)cc1)OCCO3	-8%	4%	-4	22%	2%	-3%	10	0	19µM*	0%	-3%
Cc1ccc(SC[C@H](Cc2ccccc2)N2CCN(C)CCC2=O)cc1	-10%	5%	u	-1%	-1%	-2%	-4	-13	-1%	-1%	-4%
O=C(OCC(=O)N1CCOCC1)c1ccc(Cl)cc1[N+](=O)[O-]	3%	-3%	10	0%	10%	-5%	1	u	-7%	0%	-1%
O=C(NCc1cccnc1)C(=O)NCC1OCCCN1S(=O)(=O)c1ccc(Cl)cc1 (stereo not given)	-7%	-3%	-4	36%	-4%	2%	1	-1	-4%	1%	-3%
O=Cc1ccc2c(c1)CCN2Cc1ccccc1	-4%	2%	2	-38%	-4%	-1%	-1	-6	u	9%	18%
c1ccc2c(N3CCCC3)nc(-c3ccncc3)nc2c1	4%	-5%	-1	-45%	0%	-1%	0	0	2%	-9%	-6%
O=C(Nc1cccc(S(=O)(=O)NC2=NCCC2)c1)c1ccccc1	0%	-2%	-2	x	x	x	x	-9	x	-1%	x
CCCCc1ccc(N=N/C(C(=O)Nc2ccc(NC(C)=O)cc2OC)=C(/C)O)cc1	-5%	0%	-3	-19%	10%	3%	-1	1	u	-3%	10%
O=C(CNCc1cccc(Cl)c1)N1CCc2ccccc2C1	-4%	-6%	-7	3%	0%	2%	2	2	-20%	3%	-2%
COC(=O)c1cccc(NC(=S)N2CCOCC2)c1	5%	1%	0	0%	-4%	-3%	-21	25	0%	1%	3%
Cc1ccc(/C=C/C(=O)OCC(=O)NCc2ccccc2)o1	1%	-6%	21	x	-2%	-6%	x	-1	-2%	1%	x
CCCCn1nc(C(=O)NC2CCCCCC2)c2ccccc2c1=O	17%	1%	3	x	x	x	x	-16	x	-7%	x
CCN(CC)c1ccc(NC(=O)CC2Oc3ccccc3NC2=O)c(C)c1 (stereo not given)	u	-1%	-7	19%	-3%	-5%	0	-23	1%	-1%	10%
